Pf growth 48h = inhibits P. falciparum growth in the first generation, 48 h | P. falciparum luciferase growth in erythrocytes, 48 h | Potency, µM (top dose mostly 28.7 µM), inactives show at the highest dose activity change, negative = inhibition, actives largely listed as inhibitors | 5.9% of 310,000 active; also: potency is read from the fitted curve at half-maximal effect; % is scaled to controls: 0 for no effect and ±100 for the full control effect
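Parasite viability was followed by luminescence of a genomically integrated firefly luciferase. Cultures held 0.1% parasitemia at 2% hematocrit (final), incubated under 5% CO2 at 37 C.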
Pf growth 96h = inhibits malaria parasite growth, 96 h. P. falciparum luciferase reporter growth, 96 h. Potency, µM (series often up to 28.7 µM), inactives show at the top dose activity change, negative = inhibition, actives largely listed as inhibitors. 6.9% of 320,000 active. AID 504834; also: potency is read from the fitted curve at half-maximal effect; % is scaled to controls: 0 for no effect and ±100 for the full control effect
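Two-generation exposure (96 h) targets delayed-death phenotype. Reporter parasites carrying integrated firefly luciferase, in red cells at 2% hematocrit and 0.05% parasitemia final, kept at 37 C, 5% CO2; luminescence loss indicates inhibition.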
Cycloheximide cs = counter-screen for Shiga toxin inhibitors: cycloheximide protein synthesis inhibition. cell reporter, cycloheximide protein synthesis inhibition counterscreen. max response, %. 12% of 300,000 active. AID 2314; in the data active = max response mostly above about 13%, no sharp cut-off; inactive = mostly below about 14%; also: read at 38.3 µM for the half of the compounds with a filed dose; 0% is about no effect
Shiga toxin inh = blocks Shiga toxin action in Vero cells. inhibition, % at 38.7 µM. 9.2% of 290,000 active. Vero cells, Shiga toxin protein synthesis inhibition reporter; in the data active = inhibition mostly above about 28%, no sharp cut-off; inactive = mostly below about 43%; also: 0% is about no effect
FBPA Giardia inh = inhibitors of Giardia lamblia fructose-1,6-bisphosphate aldolase; purified Giardia FBPA; Potency, µM (top dose mostly 59.6 µM), inactives show at the highest dose activity, negative = inhibition, actives largely listed as inhibitors; 0.71% of 290,000 active; also: potency is read from the fitted curve at half-maximal effect; % is scaled to controls: 0 for no effect and ±100 for the full control effect; nearly all actives have a fitted effect of over 55% in size
Target sequence (A8B2U2 whole entry, looked up): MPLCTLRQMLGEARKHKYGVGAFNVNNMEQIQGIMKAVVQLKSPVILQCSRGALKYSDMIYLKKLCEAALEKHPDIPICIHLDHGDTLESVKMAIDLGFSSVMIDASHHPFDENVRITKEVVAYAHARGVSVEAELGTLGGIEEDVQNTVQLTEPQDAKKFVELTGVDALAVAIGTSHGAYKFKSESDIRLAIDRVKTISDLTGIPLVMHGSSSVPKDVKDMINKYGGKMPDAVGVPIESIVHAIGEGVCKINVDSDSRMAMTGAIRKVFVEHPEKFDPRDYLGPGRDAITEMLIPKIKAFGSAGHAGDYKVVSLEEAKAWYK
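Giardia FBPA (40 nM reagent) was preincubated 10 min at RT with compound (up to 57.5 uM final), then substrate plus GAPDH/TPI/NAD/arsenate coupling system with diaphorase/resazurin was added; resorufin fluorescence (525/598 nm) was read after 20 min.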
HCV inhibitor = blocks hepatitis C virus; Huh7.5.1 HCVcc-Cre infection, luciferase reporter, 44 h; Potency, µM (highest dose often 41.8 µM), inactives show at the highest dose activity change, negative = inhibition, hits mostly inhibitors; 3.4% of 340,000 active; AID 651820; also: potency is read from the fitted curve at half-maximal effect; % is scaled to controls: 0 for no effect and ±100 for the full control effect
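Compounds are dispensed onto cells plated 4 h earlier at 1,000 per well, with HCVcc-Cre virus (about 0.5 moi) added next. Following 44 h of culture, luminescent signal is measured for 15 sec after 15 min with substrate at room temperature.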
Starred values were filed as active, the others as inactive; [ ] = another dose, or the depositor's remark. Unless noted, calls follow the shape of the dose curve; as a rule, active = well fitted curve in the direction sought with a large enough effect; inconclusive = small, poorly fitted or top-dose-only effect, or another doubt; inactive = no such curve, though single readings can be large; an effect the other way counts as inactive or inconclusive.

What do the screens show for `CCC(C)NC(=O)CCc1nc2ccccc2n1-c1ccccc1` (configuration not stated)?
Pf growth 48h: -10%; Pf growth 96h: 29%; Cycloheximide cs: -1; Shiga toxin inh: -10; FBPA Giardia inh: 6%; HCV inhibitor: -18%

Results for COCCn1c(N)c(N(Cc2ccccc2)C(=O)c2ccc3ccccc3c2)c(=O)[nH]c1=O ?
Pf growth 48h: 10µM*; Pf growth 96h: inconclusive; Cycloheximide cs: -2; Shiga toxin inh: 12; FBPA Giardia inh: -6%; HCV inhibitor: 4%

Results for CCCCN1CC(=O)N2[C@H]3c4cc(C)ccc4OC[C@@H]3[C@H](C(=O)OCC)[C@]2(C)C1=O ?
Pf growth 48h: 23%; Pf growth 96h: inconclusive; HCV inhibitor: 6%

How did COc1cccc(CN(C)CC2CCCN(CCc3ccccc3C)C2)c1 (configuration not stated) do in these assays?
Pf growth 48h: 5%; Pf growth 96h: inconclusive; Cycloheximide cs: -3; Shiga toxin inh: -10; FBPA Giardia inh: 8%; HCV inhibitor: 11µM*

What do the screens show for `Cc1ccc(NC(=O)N2CCCC2C(=O)NCc2ccc(Cl)cc2)cc1` (configuration not stated)?
Pf growth 48h: 42%[activator]; Pf growth 96h: inconclusive; Cycloheximide cs: -2; Shiga toxin inh: -9; FBPA Giardia inh: -5%; HCV inhibitor: -14%

What do the screens show for `CN1CCN(NC(=O)c2cc(S(=O)(=O)Nc3ccc(Cl)cc3)ccc2Cl)CC1`?
Pf growth 48h: 4%; Pf growth 96h: 10%; Cycloheximide cs: 8; Shiga toxin inh: -12; FBPA Giardia inh: -5%; HCV inhibitor: 25%

What do the screens show for `CCN1CCN(C(c2cc3cccc(C)c3[nH]c2=O)c2nnnn2Cc2ccccc2)CC1` (configuration not stated)?
Pf growth 48h: inconclusive; Pf growth 96h: 16%; Cycloheximide cs: -4; Shiga toxin inh: -2; FBPA Giardia inh: 2%; HCV inhibitor: 5%

What do the screens show for `Cc1ccc(C)c(NC(=S)N2CCN(CCO)CC2)c1`?
Pf growth 48h: 8%; Pf growth 96h: 40%[activator]; Cycloheximide cs: -4; Shiga toxin inh: 2; FBPA Giardia inh: -4%; HCV inhibitor: 3%

What do the screens show for `CC1=C(C(=O)OC(C)C)C(c2ccccc2)NC(=S)N1C` (configuration not stated)?
Pf growth 48h: inconclusive; Pf growth 96h: 30%[activator]; Cycloheximide cs: 0; Shiga toxin inh: -3; FBPA Giardia inh: -1%; HCV inhibitor: 8%

Results for CCc1nnc(NC(=O)C2c3ccccc3Oc3ccccc32)s1 ?
Pf growth 48h: 20%; Pf growth 96h: 5%; Cycloheximide cs: 13; Shiga toxin inh: 14; FBPA Giardia inh: 4%; HCV inhibitor: inconclusive

Results for CCn1nnnc1SCC(=O)c1ccc(C)cc1C ?
Pf growth 96h: 7.4µM*; Cycloheximide cs: 56*; Shiga toxin inh: 77*; FBPA Giardia inh: -19%; HCV inhibitor: -27%

Results for Cc1ccc2c([N+](=O)[O-])c(C)ccc2n1 ?
Pf growth 48h: -3%; Pf growth 96h: 0%; Cycloheximide cs: -4; Shiga toxin inh: -15; FBPA Giardia inh: 2%; HCV inhibitor: 11%

What do the screens show for `COc1ccc(N2C(=O)c3cccc4cc(Br)cc(c34)C2=O)cc1`?
Pf growth 48h: 0%; Pf growth 96h: 5%; Cycloheximide cs: -3; Shiga toxin inh: -4; FBPA Giardia inh: 2%; HCV inhibitor: -9%

What do the screens show for `CC1CCCCN1CCNC(=O)Cn1nc(-c2ccccc2)ccc1=O` (configuration not stated)?
Pf growth 48h: 9%; Pf growth 96h: inconclusive; Cycloheximide cs: -1; Shiga toxin inh: -15; FBPA Giardia inh: 0%; HCV inhibitor: -5%

How did Cc1c(Cl)cccc1NC(=O)COC(=O)CCc1nc2ccccc2n1-c1ccccc1 do in these assays?
Pf growth 48h: 8%; Pf growth 96h: 27%; Cycloheximide cs: -4; Shiga toxin inh: -3; FBPA Giardia inh: 6%; HCV inhibitor: inconclusive

What do the screens show for `O=C(COC(=O)COc1ccccc1)Nc1cccc([N+](=O)[O-])c1`?
Pf growth 48h: 39%[activator]; Pf growth 96h: 57%[activator]; Cycloheximide cs: 2; Shiga toxin inh: -13; FBPA Giardia inh: -3%; HCV inhibitor: 11%

What do the screens show for `Cc1nc(C(=O)NC2CCCCC2)sc1C1(C)CC(c2cccc([N+](=O)[O-])c2)=NO1` (configuration not stated)?
Pf growth 48h: inconclusive; Pf growth 96h: inconclusive; Cycloheximide cs: -3; Shiga toxin inh: -3; FBPA Giardia inh: -8%; HCV inhibitor: inconclusive

How did COc1cc(OC)c(NC(=O)Cc2cccs2)cc1Cl do in these assays?
Pf growth 48h: 7%; Pf growth 96h: inconclusive; Cycloheximide cs: 2; Shiga toxin inh: -13; FBPA Giardia inh: 1%; HCV inhibitor: -19%

What do the screens show for `CCN(C(=O)c1ccc(S(=O)(=O)N2CCOCC2)cc1)C1CCS(=O)(=O)C1` (configuration not stated)?
Pf growth 48h: -2%; Pf growth 96h: 2%; HCV inhibitor: 13%

Results for COc1ccc(NC(=O)c2ccc(-c3ccccc3)cc2)cc1NS(=O)(=O)c1ccc(F)cc1 ?
Pf growth 48h: inconclusive; Pf growth 96h: inconclusive; Cycloheximide cs: 6; Shiga toxin inh: 13; FBPA Giardia inh: -8%; HCV inhibitor: 4µM*

Entries listed so far containing an aryl methoxy group:
How did COc1cccc(CN(C)CC2CCCN(CCc3ccccc3C)C2)c1 (configuration not stated) do in these assays?
Pf growth 48h: 5%; Pf growth 96h: inconclusive; Cycloheximide cs: -3; Shiga toxin inh: -10; FBPA Giardia inh: 8%; HCV inhibitor: 11µM*

What do the screens show for `COc1ccc(N2C(=O)c3cccc4cc(Br)cc(c34)C2=O)cc1`?
Pf growth 48h: 0%; Pf growth 96h: 5%; Cycloheximide cs: -3; Shiga toxin inh: -4; FBPA Giardia inh: 2%; HCV inhibitor: -9%

How did COc1cc(OC)c(NC(=O)Cc2cccs2)cc1Cl do in these assays?
Pf growth 48h: 7%; Pf growth 96h: inconclusive; Cycloheximide cs: 2; Shiga toxin inh: -13; FBPA Giardia inh: 1%; HCV inhibitor: -19%

Results for COc1ccc(NC(=O)c2ccc(-c3ccccc3)cc2)cc1NS(=O)(=O)c1ccc(F)cc1 ?
Pf growth 48h: inconclusive; Pf growth 96h: inconclusive; Cycloheximide cs: 6; Shiga toxin inh: 13; FBPA Giardia inh: -8%; HCV inhibitor: 4µM*

Continued.
What do the screens show for `O=C(CCn1c(=O)oc2ccccc21)N1CCN(c2ccc(F)cc2)CC1`?
Pf growth 48h: -5%; Pf growth 96h: 0%; Cycloheximide cs: -1; Shiga toxin inh: 6; FBPA Giardia inh: 4%; HCV inhibitor: 12%

Results for Cc1ccc(C(=O)NCCSCc2ccc(Cl)cc2Cl)cc1[N+](=O)[O-] ?
Pf growth 48h: inconclusive; Pf growth 96h: 22%; Cycloheximide cs: -1; Shiga toxin inh: 12; FBPA Giardia inh: -6%; HCV inhibitor: inconclusive

How did Cc1ccc(-c2n[nH]c(=S)n2/N=C\c2ccco2)cc1 do in these assays?
Pf growth 48h: 9%; Pf growth 96h: inconclusive; Cycloheximide cs: 7; Shiga toxin inh: -2; FBPA Giardia inh: 7%; HCV inhibitor: 4%

Results for O=C(COC(=O)c1ccc(F)cc1F)NCCNC(=O)COC(=O)c1ccc(F)cc1F ?
Pf growth 48h: 6%; Pf growth 96h: 35%[activator]; Cycloheximide cs: 1; Shiga toxin inh: -29; HCV inhibitor: 7%

What do the screens show for `C=CCOc1c2ccc(C(=O)NCCc3ccc(C)cc3)cc2nn1C`?
Pf growth 48h: -8%; Pf growth 96h: 0%; Cycloheximide cs: -4; Shiga toxin inh: -16; FBPA Giardia inh: 3%; HCV inhibitor: -12%

Results for COc1ccc(/C=N/NC(=O)c2ccncc2)cc1Cn1nc([N+](=O)[O-])c(Br)c1C ?
Pf growth 48h: inconclusive; Pf growth 96h: 4.1µM*; Cycloheximide cs: -1; Shiga toxin inh: -6; FBPA Giardia inh: 0%; HCV inhibitor: 17%

What do the screens show for `COc1ccccc1N1C(=NC(=O)CCc2ccccc2)SC2CS(=O)(=O)CC21` (configuration not stated)?
Pf growth 48h: 4%; Pf growth 96h: -1%; Cycloheximide cs: -2; Shiga toxin inh: -2; FBPA Giardia inh: -14%; HCV inhibitor: 19%

What do the screens show for `Cc1cc2ncn(C3CC(=O)N(Cc4ccccc4)C3=O)c2cc1C` (configuration not stated)?
Pf growth 48h: inconclusive; Cycloheximide cs: -2; Shiga toxin inh: -9; FBPA Giardia inh: 1%; HCV inhibitor: 9%

How did COc1ccccc1Oc1ccc(NC(=O)c2ccc(Cl)cc2)cc1 do in these assays?
Pf growth 48h: inconclusive; Pf growth 96h: inconclusive; Cycloheximide cs: 1; Shiga toxin inh: 30; FBPA Giardia inh: 3%; HCV inhibitor: 2.8µM*

Results for CC1CCCN(C(=O)C2CCN(S(=O)(=O)c3cccc4cccnc34)CC2)C1 (configuration not stated) ?
Pf growth 96h: inconclusive; Cycloheximide cs: -1; Shiga toxin inh: 9; FBPA Giardia inh: -1%; HCV inhibitor: -10%

How did Cc1cc([N+](=O)[O-])ccc1NC(=O)Nc1ccccc1F do in these assays?
Pf growth 48h: inconclusive; Pf growth 96h: 2%; Cycloheximide cs: 1; Shiga toxin inh: -21; FBPA Giardia inh: -4%; HCV inhibitor: inconclusive

Results for CN1CCN(C(=O)CN2C(=O)COc3ccc(S(=O)(=O)N4CCOCC4)cc32)CC1 ?
Pf growth 48h: -1%; Pf growth 96h: 5.2µM*; Cycloheximide cs: -5; Shiga toxin inh: -3; FBPA Giardia inh: 3%; HCV inhibitor: 16%

How did COc1cc(NC(=O)Cc2ccccc2OC)cc(OC)c1 do in these assays?
Pf growth 48h: 3%; Pf growth 96h: 2%; Cycloheximide cs: 3; Shiga toxin inh: 7; FBPA Giardia inh: -1%; HCV inhibitor: 12%

How did COc1cc(NC2c3ccccc3C(=O)N2Cc2ccc3c(c2)OCO3)cc(OC)c1OC (configuration not stated) do in these assays?
Pf growth 96h: inconclusive; Cycloheximide cs: -5; Shiga toxin inh: -7; FBPA Giardia inh: -16%; HCV inhibitor: -27%

What do the screens show for `CCc1cccc(C)c1NC(=O)Nc1c(Br)cnn1C`?
Pf growth 48h: 5%; Pf growth 96h: 25%; Cycloheximide cs: -2; Shiga toxin inh: -10; FBPA Giardia inh: 0%; HCV inhibitor: 6%

Results for C=CCN(c1cccc(C(F)(F)F)c1)S(=O)(=O)c1cccc(C(=O)OCC(=O)Nc2ccccc2)c1 ?
Pf growth 48h: -21%; Pf growth 96h: inconclusive; Cycloheximide cs: -2; Shiga toxin inh: -12; FBPA Giardia inh: -4%; HCV inhibitor: -2%

How did COC(=O)c1ccccc1Oc1c(F)c(F)nc(N2CCOCC2)c1F do in these assays?
Pf growth 48h: 2%; Pf growth 96h: 12%; Cycloheximide cs: -3; Shiga toxin inh: -1; FBPA Giardia inh: 1%; HCV inhibitor: -11%

Results for Cc1ccc2[nH]c(CN3CCC(CO)(CC4CCCCO4)CC3)c(C)c2c1 (configuration not stated) ?
Pf growth 48h: 9.3µM*; Pf growth 96h: inconclusive; Cycloheximide cs: -3; Shiga toxin inh: -2; FBPA Giardia inh: 0%; HCV inhibitor: -15%

How did CCN1CCN(CCCOc2ccc(-c3ccccc3)cc2)CC1 do in these assays?
Pf growth 48h: -67%; Pf growth 96h: 21%; Cycloheximide cs: 37*; Shiga toxin inh: 70*; FBPA Giardia inh: 6%; HCV inhibitor: 2.8µM*

How did OC(CNCc1ccccc1F)COc1cccc2ccccc12 (configuration not stated) do in these assays?
Pf growth 48h: inconclusive; Pf growth 96h: inconclusive; Cycloheximide cs: -7; Shiga toxin inh: -8; FBPA Giardia inh: 8%; HCV inhibitor: -10%
